CCHF vOTU inh: CCHFV vOTU protease inhibitors, primary screen, biochemical, Pep-AMC substrate, fluorescence; inhibition, % at 11.5 µM; actives 0.55% (n = 370,000); in the data active = inhibition above about 30%; also: 0% = vehicle wells with enzyme and 100% = no enzyme wells
PrPC surface inh: inhibitors of human cell surface prion protein PrPC, primary screen, cell-based, TR-FRET. Major prion protein (Homo sapiens), P04156. TR-FRET read-out. inhibition, % at 13.8 µM. actives 0.43% (n = 370,000); in the data active = inhibition above about 24%; also: 0% = median of the test wells and 100% = reference compound wells
The depositor's hits bear a star; & = joins results of further samples. Not all compounds are listed, so the mix of outcomes need not match the whole.

(1) CCc1csc(N2[C@H](CN(CCOC)S(=O)(=O)c3ccccc3[N+](=O)[O-])[C@H](c3ccccc3)[C@@H]2CO)n1
(2) CN(Cc1ccco1)C(=O)[C@@H](Cc1ccccc1)NC(=O)[C@H]1O[C@@H](n2ccc(=O)[nH]c2=O)[C@H](O)[C@@H]1O
(3) COc1ccc(-c2noc(C3CCCN(C(=O)Nc4ccc(Cl)cc4)C3)n2)cc1 (stereo not given)
(4) C=CCN1C(C(=O)OC)CN(Cc2cn(Cc3ccc(OC)cc3)nn2)CCS1(=O)=O (stereo not given)
(5) CN(CCO)c1ccc2c(c1)Oc1ccccc1CN(Cc1cn(Cc3ccc(C(F)(F)F)cc3)nn1)S2(=O)=O
(6) O=C(CSc1nnc(-c2ccncc2)n1-c1ccc(Cl)cc1)c1ccc(Cl)c(Cl)c1
(7) CCCCNC(=O)C1C(c2ccc(OC)cc2)=Nc2ccccc2N1C(=O)c1ccc2ncccc2c1 (stereo not given)
(8) CCOC(=O)c1cnc2c(N=Nc3cccc(Cl)c3)c(N)nn2c1N

Screen / compound no.,1,2,3,4,5,6,7,8
CCHF vOTU inh,-1,-3,-1,-5,1,5,4,-10
PrPC surface inh,-11,3,11,-6,2,-8,-6,-7

(9) CON(C)C(=O)[C@H]1C[C@@H]2[C@H](C[C@@H](c3ccccc3)[C@H]1C)N(c1ccc(F)cc1)C(=O)N2CCCOc1ccccc1
(10) COc1ccc(N2C(=O)/C(=C/C=C/c3ccccc3[N+](=O)[O-])C(=O)NC2=S)cc1
(11) CCOC(=O)[C@@]12CCC3=C1N(CCC3)C(=O)[C@H](CC(=O)NCc1ccc(OC)c(OC)c1)C2
(12) COc1ccc(NC(=O)C(c2ccnc3ccccc23)n2c(=O)c(-c3ccco3)nc3ccccc32)cc1 (stereo not given)
(13) Nc1nc2c(ncn2[C@@H]2O[C@H](C(=O)NCC(c3ccccc3)c3ccccc3)[C@@H](O)[C@H]2O)c(=O)[nH]1
(14) CC(=O)N1C[C@@H](CO)[C@@H](N(C)C(=O)/C=C/c2ccccc2)C[C@H]1c1ccccc1
(15) CCCCC1OC(CCc2ccccc2)CC2=C1C(=O)OC(C)(C)O2 (stereo not given)
(16) COC(=O)[C@]12C[C@H](CC(=O)NCCc3ccccc3OC)C(=O)N(Cc3ccc(Cl)cc3Cl)C1=C[C@H](C(C)C)O[C@@H]2C1CC1

Screen / compound no.,9,10,11,12,13,14,15,16
CCHF vOTU inh,-4,9,4,5,-4,-12,3,18
PrPC surface inh,9,-1,-4,4,-1,-3,5,-4

(17) Cc1ccccc1C(=O)N(C)[C@H]1C[C@H]2c3[nH]c4c(-c5ccc6c(c5)OCO6)cccc4c3CCN2C[C@H]1[C@H](C)O
(18) CC(C)(C)NC(=O)C(c1ccccc1F)n1c(=O)c(-c2cc3ccccc3[nH]2)nc2ccccc21 (stereo not given)
(19) C[C@@H]1COc2cc(Br)ccc2S(=O)(=O)N1Cc1cn(CCC2OCCCO2)nn1
(20) CC(C)(C)NC(=O)C(c1ccc(C(F)(F)F)cc1)n1c(=O)c(-c2ccco2)nc2ccccc21 (stereo not given)
(21) COc1ccc(S[C@]2(C(=O)N3CCCC3)CC(=O)N(c3ccsc3)[C@@H]2c2ccc(OC)cc2)cc1
(22) COc1ccc(CC(NC(C)=O)C(=O)NC2CCN(c3c(Cc4ccccc4)c(C)nc4ncnn34)CC2)cc1OC (stereo not given)
(23) COC(=O)[C@@]12C[C@@H](CC(=O)NCc3ccc(C)o3)C(=O)N(Cc3ccco3)C1=CCC(C)(C)C2
(24) CC(C)C1=CC2C3C(C(C(C)C)=CC(=O)[C@@]3(C)O)C1C(=O)C2(C)O (stereo not given in full)

Screen / compound no.,17,18,19,20,21,22,23,24
CCHF vOTU inh,11,6,2,2,3,-5,22,-2
PrPC surface inh,-1,8,-6,3,-1,-6,1,-7

(25) Cc1nc2ccc(NC(=O)c3cc(F)cc(F)c3)cc2c(=O)[nH]1
(26) Cc1cc2c(c(=O)o1)[C@@]1(C(=O)N(C)c3ccccc31)C1=C(CC(C)(C)OC1=O)O2
(27) CCCCCCCCN1C(=O)[C@H](CC(=O)N2CCSCC2)C[C@@]2(C(=O)OC)CC(C)(C)CC=C12
(28) Cc1cc(N2CCNC[C@@H]2C)ccc1N1CCN(Cc2ccccc2)[C@H](C)C1
(29) S=c1[nH]nc(-c2n[nH]c3c2CCC3)n1N=Cc1cccs1
(30) Nc1nc2ncccn2c1-c1ccc(F)cc1
(31) O=C(NC1CCCC1)C1(C(=O)C2CC2)CC(c2ccccc2C(F)(F)F)=NO1 (stereo not given)
(32) COC(=O)[C@@]12C[C@@H](CC(=O)N3CCOCC3)C(=O)N(Cc3cccc4ccccc34)C1=CCC(C)(C)C2

Screen / compound no.,25,26,27,28,29,30,31,32
CCHF vOTU inh,-4,11,20,-13,-4,7,10,5
PrPC surface inh,-7,-2,6,-8,3,-8,13,9

(33) Cc1ccc(F)cc1C(=O)N(Cc1ccccn1)CC1CCCO1 (stereo not given)
(34) CCC(C)NC(=O)C1CCN(S(=O)(=O)c2ccc3[nH]c(=O)oc3c2)CC1 (stereo not given)
(35) O=C(OCCN1CCN(C2CN(Cc3cn(Cc4cccc(F)c4)nn3)S(=O)(=O)C2)CC1)c1cc2ccccc2o1 (stereo not given)
(36) Cc1ccc(NC(=O)CSc2nnc(-c3cccnc3)n2Cc2ccco2)c(C)c1
(37) CCCCCCN1CCS(=O)(=O)N(Cc2ccccc2)C(C(=O)OC)C1 (stereo not given)
(38) Cc1ccc(-c2cc(-c3nnc4sc(COc5ccccc5)nn34)[nH]n2)cc1
(39) CCC(NC(=O)C1CCCN(c2ncccn2)C1)c1ccccc1 (stereo not given)
(40) CCOC(=O)[C@@]12CCCC3=C1N(CCC3)C(=O)[C@H]2CC(=O)NCCC(C)C

Screen / compound no.,33,34,35,36,37,38,39,40
CCHF vOTU inh,-2,0,5,-6,5,6,-3,-1
PrPC surface inh,-2,-3,-4,-4,13,-5,1,-2

(41) Cc1ccc2nc(-c3ccc(Cl)cc3)c(Cc3cccc(F)c3)n2c1
(42) COC(=O)N1C[C@H](OCc2ccc3c(c2)OCO3)[C@H]2C[C@@H]1c1ccccc1O2
(43) COc1ccc(C(C(=O)Nc2ccc3c(c2)OCCO3)n2c(=O)c(-c3ccco3)nc3ccccc32)cc1 (stereo not given)
(44) C=CCN(C(=O)[C@@H](C)[C@@H](O)c1ccc(C(C)=O)cc1)c1ccccc1
(45) COC(=O)[C@]12C[C@H](CC(=O)NCc3cccc(C(F)(F)F)c3)C(=O)N(Cc3ccccc3)C1=C[C@H](C1CCCC1)O[C@@H]2C
(46) COc1cccc(/C=C2/Sc3ccc(C(=O)NC4CC4)cc3NC2=O)c1
(47) O=C(C(=O)N1CCC(Cc2ccccc2)CC1)c1ccccc1
(48) COC(=O)[C@@]12C[C@@H](CC(=O)NCCCCc3ccccc3)C(=O)N(Cc3ccco3)C1=CCC(C)(C)C2

Screen / compound no.,41,42,43,44,45,46,47,48
CCHF vOTU inh,-2,-8,28,-5,25,-5,22&19,8
PrPC surface inh,3,2,-4,-3,2,1,9&-7,5

(49) Cc1ccc(OCc2nnc(SCC(=O)Nc3ccc(OCc4ccccc4)cc3)n2-c2ccc(Cl)cc2)cc1
(50) COC(=O)Cc1nnn2c1CC(OC)c1ccccc1-2 (stereo not given)
(51) Nc1c(C(=O)N2CCN(c3ccccc3)CC2)nnn1Cc1ccc(Cl)cc1
(52) O=C(Nc1nc(Cc2ccccc2)c(-c2ccccc2)n1Cc1ccccc1)c1ccccc1
(53) Cc1ccc(C(=O)N(C)[C@H]2C[C@H]3c4[nH]c5c(-c6ccc7c(c6)OCO7)cccc5c4CCN3C[C@H]2[C@H](C)O)cc1
(54) O=C(CN(C(=O)OCC1c2ccccc2-c2ccccc21)[C@@H](Cc1ccccc1)C(=O)O)OCc1ccc(C(=O)NCc2ccccc2)cc1
(55) Cc1ccccc1NC(=O)CSc1nnc(-c2cc(-c3ccccc3)n[nH]2)n1N
(56) c1ccc(N2[C@@H]3CC[C@H]2c2ccncc2C3)cc1

Screen / compound no.,49,50,51,52,53,54,55,56
CCHF vOTU inh,9,10,-1,8,-3,24,4,-6
PrPC surface inh,-5,8,7,1,7,0,7,0

(57) CCc1c(-c2ccccc2OC)ncn1CCc1ccccc1OC
(58) O=c1c(-c2cccnc2)nc2ccccc2n1C(CCc1ccccc1)c1nc2ccccc2[nH]1 (stereo not given)
(59) COC(=O)C[C@@H]1CC[C@@H]2[C@H](COc3ccc(NC(=O)c4ccc5c(c4)OCO5)cc3C(=O)N2C)O1
(60) C=CC(=O)NC1CCCCN(C)C1=O (stereo not given)
(61) COC(=O)[C@H](C(C)C)N(Cc1cn(Cc2ccc(C)cc2)nn1)S(=O)(=O)c1ccc(F)cc1Br
(62) CCCn1c(NC(=O)c2ccccc2)nc(Cc2ccccc2)c1-c1ccc(OC)cc1
(63) C[C@H](O)[C@@H]1C(=O)N2CCc3c([nH]c4c(-c5ccc6c(c5)OCO6)cccc34)[C@@H]2C[C@@H]1N(C)C(=O)OCc1ccccc1
(64) Cc1ccc(NC(=O)C2CCCN2S(=O)(=O)c2cccnc2)cc1C (stereo not given)

Screen / compound no.,57,58,59,60,61,62,63,64
CCHF vOTU inh,6,1,-3,-1,9,6,6,-6
PrPC surface inh,18,0,-7,-5,2,4,-3,2

(65) COC(=O)C1=C(C)N(Cc2cccc(C(F)(F)F)c2)C(=NCc2ccc(OC)cc2)NC1c1ccccc1C(F)(F)F (stereo not given)
(66) COC(=O)C1=C(C)N(Cc2ccc(C(F)(F)F)cc2)C(=NCc2ccccc2C(F)(F)F)NC1c1ccccc1C(F)(F)F (stereo not given)
(67) CS(=O)(=O)OC12CCCN(C1)/C(=C/c1ccc(Cl)cc1)C2 (stereo not given)
(68) CCCCNC(=O)C[C@H]1C[C@@]2(C(=O)OC)C(=C[C@H](COCc3ccccc3)O[C@@H]2C)N(Cc2ccc3c(c2)OCO3)C1=O
(69) C#CCNC(=O)C[C@H]1C(=O)N(Cc2ccc(OC)cc2)C2=CCCC[C@@]21C(=O)OCC
(70) O=C(CSc1nnc(COc2ccccc2)n1-c1ccc(Cl)cc1)Nc1ccc2c(c1)OCCO2
(71) COC(=O)C1=C(C)N(Cc2ccccc2C(F)(F)F)C(=NCc2cc(OC)c(OC)c(OC)c2)NC1CCc1ccccc1 (stereo not given)
(72) COc1ccc(Cn2cc(COC(=O)N3CCOCC3)nn2)cc1

Screen / compound no.,65,66,67,68,69,70,71,72
CCHF vOTU inh,18,3,-3,10,-5,6,3,-4
PrPC surface inh,1,-7,-5,-5,1,5,10,-1

(73) CCOc1ccc(-n2c(SC/C=C/c3ccccc3)nnc2-c2ccco2)cc1
(74) CCN(CC)C(=O)[C@@H]1C=C2c3cccc4[nH]c(Br)c(c34)C[C@H]2N(C)C1
(75) COc1ccc(C2=Nc3ccccc3N(C(=O)c3cnccn3)C2C(=O)NC2CCCC2)cc1 (stereo not given)
(76) CC(=O)CC[C@@H]1CC[C@]2(CCCN(S(C)(=O)=O)C2)O1
(77) CCOC(=O)N1CCN(C(=O)C[C@H]2C[C@@]3(C(=O)OC)C(=C[C@H](C(C)(C)C)O[C@@H]3C)N(Cc3ccc4c(c3)OCO4)C2=O)CC1
(78) COC(=O)[C@@H]1N=C(c2ccc(OC)cc2)O[C@]12C(=O)N(Cc1cn(Cc3ccccc3)nn1)c1cccc(Cl)c12
(79) COC(=O)C1C(OC(=O)c2ccccc2)CC2CCC1[N+]2(C)C (stereo not given)
(80) O=C(Nc1ccc(F)cc1)OC[C@@H]1CSCCS(=O)(=O)N1

Screen / compound no.,73,74,75,76,77,78,79,80
CCHF vOTU inh,10,34*,-1,7,23,2,-2,5
PrPC surface inh,7,-39,-12,-4,13,2,7,-4

Some of the entries so far, field by field:
(78) COC(=O)[C@@H]1N=C(c2ccc(OC)cc2)O[C@]12C(=O)N(Cc1cn(Cc3ccccc3)nn1)c1cccc(Cl)c12
  CCHF vOTU inh: 2 | PrPC surface inh: 2
(79) COC(=O)C1C(OC(=O)c2ccccc2)CC2CCC1[N+]2(C)C (stereo not given)
  CCHF vOTU inh: -2 | PrPC surface inh: 7
(80) O=C(Nc1ccc(F)cc1)OC[C@@H]1CSCCS(=O)(=O)N1
  CCHF vOTU inh: 5 | PrPC surface inh: -4

(cont.)
(81) COc1ccc(CN2C(=O)CSCC2(C)C(=O)NC(C)C)cc1 (stereo not given)
(82) Cc1ccccc1NC(=O)Cn1nnc(-c2ccncc2)n1
(83) C=CCN(CC=C)C[C@@H]1CSCCS(=O)(=O)N1
(84) O=C(Nc1ccc(F)cc1)C(CCc1ccccc1)N1CCN(c2ccncc2)CC1 (stereo not given)
(85) CC(=O)OCC(COC(C)=O)(CN1C(=O)c2ccccc2C1=O)CN1C(=O)c2ccccc2C1=O
(86) CS(=O)(=O)c1cccc(OCCCN2CCC(C(O)(c3ccccc3)c3ccccc3)CC2)c1
(87) Cc1ccccc1CNC(=O)C1C2C=CC3(CN(Cc4ccccc4)C(=O)C13)O2 (stereo not given)
(88) CCC(C)CN1C(=O)CSCC1(C)C(=O)NC(C)C (stereo not given)
(89) O=C(N[C@H](C(=O)N1CCC[C@H]1C(=O)NC1CCCC1)c1ccccc1)c1ccc(Cl)c(Cl)c1
(90) CC1(C)CC(=O)C=C(c2ccccc2-c2cccc(C(N)=O)c2)C1=O

Screen / compound no.,81,82,83,84,85,86,87,88,89,90
CCHF vOTU inh,-4,-4,0,-7,-6,-6,0,14,-5,2
PrPC surface inh,0,-3,-2,-10,6,-9,-5,4,-1,-15

Screening results from PubChem.
